PKA-R2B activ: activators of PKA-R2B holoenzyme, primary screen, biochemical, fluorescence polarization, Cy5-IP20, human; PKA-R2B holoenzyme dissociation; R2B truncated from residue 108, S112A mutant; 0% DMSO only, 100% 113 µM cGMP; cAMP-dependent protein kinase catalytic subunit beta (Homo sapiens) + cAMP-dependent …; hit rate 0.079% among 340,000; activation, % at 11.4 µM;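 active = activation above a cutoff set at the mean over all compounds plus 3 SD, cut at about 18% in these data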;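 also: higher means more holoenzyme dissociation and a rise in polarization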
Arrestin-AP2 inh: inhibitors of beta-arrestin/AP2 binding, primary screen, biochemical, GPCR trafficking, flow cytometry | beta-arrestin 1 C-terminal peptide binding to AP2 beta2-adaptin appendage (human) | FITC-arrestin peptide / GST-AP2 beads; AP2 beta2 appendage carries R879A mutation | inhibition, % at 10 µM | hit rate 0.31% among 340,000 | AID 504490, 2011;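 active = inhibition above a set limit, near 3 SD of compounds lacking own fluorescence, cut at about 54% in these data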;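 also: plate controls were DMSO wells for no effect and 5 µM unlabelled arrestin peptide for full effect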
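Assay system: GST-AP2 R879A bound to glutathione beads, E. coli-expressed; Medium: PBS with 0.05% Tween 20 and 0.1% BSA; Also added: fluorescein-tagged arrestin peptide at 50 nM final; Timing: 12 min plus 1 h, RT; Measured by: flow cytometry, FL1 (488/535 nm); Evaluation: percent drop in bead-associated FITC signal.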
DSG3 Ab inh: inhibitors of pemphigus antibody binding to DSG3, primary screen, biochemical, bead-based, flow cytometry, scFv-GFP; Desmoglein-3 (Homo sapiens), P32926; DSG3-coupled beads, scFv-anti-DSG3-GFP binding; stronger effect = lower value; binding (percent of control), % at 10 µM; hit rate 0.48% among 310,000; AID 588358, 2011;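 active = binding more than 3 SD below its plate's average and above zero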; also: some compounds called inactive have numbers as strong as hits
Target sequence (P32926 whole entry, looked up): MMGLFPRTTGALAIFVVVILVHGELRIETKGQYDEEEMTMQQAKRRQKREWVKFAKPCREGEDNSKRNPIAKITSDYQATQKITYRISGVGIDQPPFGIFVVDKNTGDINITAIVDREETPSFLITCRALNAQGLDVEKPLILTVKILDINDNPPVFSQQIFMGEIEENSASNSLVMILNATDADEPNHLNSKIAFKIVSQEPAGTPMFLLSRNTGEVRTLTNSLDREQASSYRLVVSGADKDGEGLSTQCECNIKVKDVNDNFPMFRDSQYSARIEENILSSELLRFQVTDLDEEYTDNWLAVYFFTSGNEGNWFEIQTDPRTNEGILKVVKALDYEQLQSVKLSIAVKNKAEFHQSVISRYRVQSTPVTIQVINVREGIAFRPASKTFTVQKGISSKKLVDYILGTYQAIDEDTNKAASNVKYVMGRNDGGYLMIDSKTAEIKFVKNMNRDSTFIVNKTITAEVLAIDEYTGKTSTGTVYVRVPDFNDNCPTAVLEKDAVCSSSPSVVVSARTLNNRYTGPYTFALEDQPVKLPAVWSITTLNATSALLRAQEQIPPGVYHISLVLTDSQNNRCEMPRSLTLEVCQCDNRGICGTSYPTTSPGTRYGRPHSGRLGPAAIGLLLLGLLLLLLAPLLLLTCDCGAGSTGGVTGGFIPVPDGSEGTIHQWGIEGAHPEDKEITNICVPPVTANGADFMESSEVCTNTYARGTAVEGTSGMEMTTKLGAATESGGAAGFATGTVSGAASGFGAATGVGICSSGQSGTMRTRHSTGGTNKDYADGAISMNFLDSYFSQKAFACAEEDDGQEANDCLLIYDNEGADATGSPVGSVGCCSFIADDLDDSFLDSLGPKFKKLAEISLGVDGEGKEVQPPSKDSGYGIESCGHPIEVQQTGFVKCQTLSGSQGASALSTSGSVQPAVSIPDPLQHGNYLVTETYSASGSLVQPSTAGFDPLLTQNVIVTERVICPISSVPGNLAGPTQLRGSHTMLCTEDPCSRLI
PKA-R1A act: activators of PKA-R1A holoenzyme, primary screen, biochemical, fluorescence polarization, Cy5-IP20, bovine R1A, mouse PKAc | cAMP-dependent protein kinase type I-alpha regulatory subunit (Bos taurus) + … | PKA-R1A dissociation; scaled: DMSO 0%, 113 µM cGMP 100% | activation, % at 11.4 µM | hit rate 0.083% among 340,000 | AID 504707, 2011;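 active = percent activation above the mean of all tested compounds plus 3 SD, cut at about 19% in these data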;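 also: higher means more PKAc released from R1A so a rise in polarization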
OPRM1-OPRD1 inv: inverse agonists of MOR-DOR heterodimerization, primary screen, cell-based, luminescence | Mu-type opioid receptor (Homo sapiens) + Delta-type opioid receptor (Homo sapiens), … | cell-based MOR-DOR heterodimer luminescence, inverse agonism | inhibition, % at 9.3 µM | hit rate 0.21% among 340,000; in the data active = inhibition above about 22%, passing the limit was not always enough;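 also: 0% = cells with DMSO and 100% = wells without cells with DMSO; values of inactives mirror those of a sister screen read the other way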
DAGLB inh: DAGLB lipase inhibitors, primary screen, biochemical, fluorescence, HTS | inhibition, % at 5.17 µM | HEK293T DAGLB membrane lysate, EnzChek fluorogenic substrate | AID 504411, 2011 | Diacylglycerol lipase-beta (Homo sapiens), Q8NCG7 | hit rate 0.059% among 340,000; in the data active = inhibition above about 34%;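 also: 0% = enzyme with vehicle and 100% = wells lacking enzyme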
HTR5A inv ctr: HTR5A inverse agonists in luminescence cell assay, primary screen, counter-screen for OPRM1-OPRD1 heterodimer inverse agonist project, full-deck HTS; HTR5A cell line, inverse agonism; inhibition, % at 9.3 µM; hit rate 0.083% among 340,000; 5-hydroxytryptamine receptor 5A (Homo sapiens), P47898; in the data active = inhibition mostly above about 23%, no sharp cut-off; inactive = mostly below about 18%;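 also: 0% = cells with DMSO and 100% = no-cell wells with DMSO; some compounds called inactive have numbers as strong as hits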
HTR5A ag: HTR5A agonists in luminescence cell assay, primary screen, counter-screen for OPRM1-OPRD1 heterodimer agonist project, full-deck HTS; cell-based; activation, % at 9.3 µM; hit rate 0.61% among 340,000; in the data active = activation mostly above about 9.5%, no sharp cut-off; inactive = mostly below about 7.6%;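 also: 0% = cells with vehicle only and 100% = reference agonist; strong numbers were not always called active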
MOR-DOR ag: agonists of OPRM1-OPRD1 heterodimerization, primary screen, cell-based, luminescence. Mu-type opioid receptor (Homo sapiens) + Delta-type opioid receptor (Homo sapiens), …. AID 504326, 2011. cells. activation, % at 9.3 µM. hit rate 0.3% among 340,000; in the data active = activation above about 18%;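 also: 0% = vehicle-treated cells and 100% = reference agonist; values of inactives mirror those of a sister screen read the other way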
V-ATPase pH: regulators of yeast V-ATPase proton pumping, primary screen, pHLuorin cytosolic pH fluorescence; S. cerevisiae; response, % at 10 µM; hit rate 0.37% among 350,000; in the data active = response mostly above about 7.3%, no sharp cut-off; inactive = mostly below about 5.4%; also: actives read high; inactives centre near 0; some compounds called inactive have numbers as strong as hits; reference of the scale not given here
An asterisk follows results filed as active; . = not tested or not shown.

SMILES | PKA-R2B activ | Arrestin-AP2 inh | DSG3 Ab inh | PKA-R1A act | OPRM1-OPRD1 inv | DAGLB inh | HTR5A inv ctr | HTR5A ag | MOR-DOR ag | V-ATPase pH
CCc1ccc(N(CC(=O)NC2CCCCC2)C(=O)CNC(=O)c2ccco2)cc1 | 1 | 28 | 114 | -2 | 11 | -2 | -17 | 6 | -2.0 | 0
Cc1ccccc1-c1nc(CS(=O)CC(=O)NCCc2ccc(Cl)cc2)c(C)o1 (stereo unspecified) | -2 | 30 | 102 | -6 | 13 | -1 | -5 | 1 | -2.6 | -2
Cc1ccc(C)c(NC(=O)COC(=O)CC2c3ccccc3CCN2S(=O)(=O)c2ccc(F)cc2)c1 (stereo unspecified) | -8 | 0 | 97 | -17 | 13 | -3 | 10 | -2 | -2.4 | 1
NC(=O)c1c(NC(=O)c2ccccc2Cl)sc2c1CCC2 | -5 | 5 | 106 | 0 | -14 | 1 | 20 | -3 | 2.5 | -5
O=C(Nc1nnc(S(=O)(=O)N2CCN(c3ccc(F)cc3)CC2)s1)c1ccccc1 | -6 | 0 | 91 | -5 | 18 | 3 | -17 | 4 | -3.4 | 4
S=c1[nH]cnc2scc(-c3ccc(Br)cc3)c12 | -7 | 4 | 85 | 5 | -17 | -1 | -1 | 0 | 2.6 | 0
CCCCNC(=S)NNC(=O)c1cc(-c2ccncc2)nc2ccccc12 | 1 | -20 | 103 | 0 | 33* | 9 | 23 | -5 | -6.5 | -1
Cc1cc(=O)[nH]c(N/N=C/c2ccccc2Cl)n1 | 9 | 29 | 102 | -4 | 8 | 1 | -16 | 4 | -1.6 | 1
C[C@@H]1COC(=O)[C@H](Cc2ccc(F)cc2)CC/C=C\C[C@@H](CC(=O)NCCO)C(=O)N1 | 6 | 11 | 100 | -9 | 9 | 4 | 5 | 4 | -1.9 | 1
O=C1C(=NO)CC(c2ccccc2)N1c1ccccc1 (stereo unspecified) | -3 | 9 | 119 | 3 | 7 | -2 | -10 | 3 | -1.4 | 0
COc1ccc(-n2c(C)c(C(C)=O)c(C(C)=O)c2C)cc1 | -2 | 9 | 102 | -9 | 10 | 1 | -3 | 1 | -1.7 | 0
CCn1c(=O)c2c(O)cc(=O)oc2c2ccccc21 | 1 | -2 | 110 | 14 | 10 | 1 | 5 | -2 | -2.1 | -1
O=C(Nc1ncn[nH]1)c1ccc(S(=O)(=O)N2CCOCC2)cc1 | -7 | 1 | 96 | -8 | 11 | 1 | 10 | 1 | -2.1 | -3
COCCn1c(SCC(=O)N(C)c2ccccc2)nc2c([nH]c3ccccc32)c1=O | 1 | -6 | 97 | -4 | 0 | 11 | 5 | 1 | 0.0 | -2
Cc1cc(C)n2nc(C(=O)OCC(=O)NCc3ccc(F)cc3)nc2n1 | 5 | 28 | . | 4 | 5 | 4 | 1 | -3 | -1.4 | 5
COC(=O)c1ccc(N2CCC(c3cc(-c4ccc(OC)cc4)n[nH]3)CC2)c([N+](=O)[O-])c1 | 7 | 12 | 95 | 2 | -15 | 9 | -14 | 5 | 3.0 | 5
O=Cc1c(NCCc2ccc(F)cc2)c2ccccc2[nH]c1=O | 6 | 0 | 96 | -7 | 12 | -2 | 12 | -3 | -2.5 | 0
COc1ccc(C(=O)NCCS(=O)(=O)N2CCc3ccccc3C2)c(OC)c1 | -3 | -13 | . | 0 | 5 | 1 | 1 | 0 | -0.8 | 0
N/C(=N/OC(=O)c1ccccc1Cl)c1ncc([N+](=O)[O-])s1 | 1 | 6 | 98 | 9 | -52 | 2 | 1 | 0 | 10 | -11
CC1CC(C)CN(C2CCCCC2NS(=O)(=O)c2ccc(Cl)cc2)C1 (stereo unspecified) | -4 | -1 | 101 | -10 | 2 | -5 | -21 | 6 | -0.4 | 2
COc1cc(OC)cc(C(=O)Nc2ccc(S(=O)(=O)Nc3cc(C)on3)cc2)c1 | -9 | -1 | 105 | -22 | 14 | 5 | -1 | 0 | -2.8 | 8
Cc1ncccc1C(=O)N1CCCC(C(=O)c2ccc3c4c(cccc24)CC3)C1 (stereo unspecified) | 4 | 0 | 98 | 2 | 15 | -1 | 9 | -2 | -3.2 | 0
COc1ccc(/C=C/C(=O)NC(=S)NNC(=O)c2c(-c3ccccc3)noc2C)cc1 | 0 | 10 | 98 | -8 | 28 | 6 | 49* | -12 | -5.2 | -1
Cc1cnc(=O)[nH]c1SCc1cccc(C(F)(F)F)c1 | -1 | 26 | 106 | -1 | 1 | -2 | 3 | -1 | -0.3 | 4
O=C(NC1CCCc2ccccc21)C1CCN(S(=O)(=O)c2cccc(C(F)(F)F)c2)CC1 (stereo unspecified) | -7 | -12 | 91 | -3 | 12 | -2 | 6 | 5 | -2.4 | -2
CCN1C(=O)[C@H]2[C@@H](c3ccc(-c4cccc(Cl)c4)cc3)N3CCCC[C@@]3(C(=O)OC)[C@H]2C1=O | -2 | 8 | 106 | 5 | -14 | -6 | -30 | 0 | 2.5 | 4
CC1CCN(c2ccc(N3C(=O)C4CCCCC4C3=O)cc2[N+](=O)[O-])CC1 (stereo unspecified) | 8 | 17 | 105 | 7 | 9 | 2 | 13 | -4 | -1.5 | -2
C=CCNc1scc(-c2ccccc2)[n+]1CC=C | -4 | -11 | 104 | 2 | -3 | -2 | 10 | -1 | 0.6 | 1
Cc1ccc(C(=O)Nc2ccc(S(=O)(=O)N3CCN(C)CC3)cc2)o1 | -4 | 0 | 104 | -9 | 14 | 1 | 4 | -1 | -2.6 | 0
COc1ccc(-c2c(C)cc3oc(=O)cc(-c4ccccc4)c3c2C)cc1 | 5 | -13 | 99 | 0 | 2 | -6 | -6 | 2 | -0.3 | -1

The last 4 compounds of the section before come first, to join the parts:
SMILES | PKA-R2B activ | Arrestin-AP2 inh | DSG3 Ab inh | PKA-R1A act | OPRM1-OPRD1 inv | DAGLB inh | HTR5A inv ctr | HTR5A ag | MOR-DOR ag | V-ATPase pH
CC1CCN(c2ccc(N3C(=O)C4CCCCC4C3=O)cc2[N+](=O)[O-])CC1 (stereo unspecified) | 8 | 17 | 105 | 7 | 9 | 2 | 13 | -4 | -1.5 | -2
C=CCNc1scc(-c2ccccc2)[n+]1CC=C | -4 | -11 | 104 | 2 | -3 | -2 | 10 | -1 | 0.6 | 1
Cc1ccc(C(=O)Nc2ccc(S(=O)(=O)N3CCN(C)CC3)cc2)o1 | -4 | 0 | 104 | -9 | 14 | 1 | 4 | -1 | -2.6 | 0
COc1ccc(-c2c(C)cc3oc(=O)cc(-c4ccccc4)c3c2C)cc1 | 5 | -13 | 99 | 0 | 2 | -6 | -6 | 2 | -0.3 | -1
O=C(COC(=O)c1cc(Cl)ccc1Cl)NCCN1C(=O)CSC1=O | -6 | 9 | 102 | -3 | -16 | -1 | -7 | 4 | 3.2 | .
COc1cc(CN2CCC(Cc3ccccc3)CC2)cc(OC)c1OC | -2 | -5 | 110 | 1 | 9 | -3 | -16 | 6 | -1.8 | 5
COc1cccc(/C=C2\SC(=S)N(CCC(=O)N3CCCCC3CCO)C2=O)c1 (stereo unspecified) | -1 | 6 | 98 | -3 | -1 | -3 | -28 | 7 | 0.3 | -9
CCOc1ccc2c(c1)C(C)=CC(C)(C)N2S(=O)(=O)c1ccc(NC(C)=O)cc1 | -5 | -14 | 119 | 1 | -5 | -1 | -3 | 1 | 1.0 | 0
COc1ccc2c(c1)CC/C2=N\OC(=O)c1ccccc1C | 4 | 5 | 107 | -2 | -11 | -7 | -3 | 5 | 2.1 | -3
Cc1nc2cc(-c3cccs3)[nH]n2c(=O)c1C | -6 | -2 | 108 | 6 | 14 | 3 | 28 | 3 | -2.5 | 1
C=CCNC(=S)/N=c1/scc(C)n1C | -10 | 1 | 110 | -9 | 2 | 1 | 14 | -2 | -0.3 | -1
Cc1ccc(C(NC(=O)c2ccccc2)C(Cl)Cl)cc1 (stereo unspecified) | -10 | -9 | 98 | -3 | 11 | -3 | 11 | 3 | -2.1 | -1
Cc1[nH]c2ccc(C(=O)NCCCN(C)C3CCCCC3)cc2c1C | 17 | 2 | 92 | 0 | 8 | 4 | 6 | 1 | -1.6 | -2
Cc1ccc(S(=O)(=O)N2CCOCC2)cc1NC(=O)c1cc([N+](=O)[O-])ccc1N1CCOCC1 | 0 | -7 | 94 | -11 | 11 | 0 | 6 | -2 | -1.6 | -4
COC(=O)CN(c1ccccc1[N+](=O)[O-])S(=O)(=O)c1ccccc1 | 9 | 10 | 103 | 5 | 14 | 0 | -1 | 0 | -2.5 | 0
O=c1[nH]c(SCc2ccc(Cl)cc2)nc2ccccc12 | -1 | -17 | 101 | -6 | -10 | -1 | -11 | 4 | 2.1 | -2
CC1(C)CC(CC(=O)Nc2ccccn2)C(=O)O1 (stereo unspecified) | 5 | 16 | 104 | -7 | 6 | -1 | 3 | -1 | -1.2 | 2
O=C(Nc1ccc(NC(=O)N2CCN(c3ccccc3O)CC2)cc1)N1CCN(c2ccccc2O)CC1 | 11 | 15 | 54* | -12 | -13 | 1 | 2 | -1 | 2.3 | -3

One compound at a time, as listed above.
Entry for COc1cccc(/C=C2\SC(=S)N(CCC(=O)N3CCCCC3CCO)C2=O)c1 (stereo unspecified) → PKA-R2B activ: -1; Arrestin-AP2 inh: 6; DSG3 Ab inh: 98; PKA-R1A act: -3; OPRM1-OPRD1 inv: -1; DAGLB inh: -3; HTR5A inv ctr: -28; HTR5A ag: 7; MOR-DOR ag: 0.3; V-ATPase pH: -9
Entry for Cc1ccc(S(=O)(=O)N2CCOCC2)cc1NC(=O)c1cc([N+](=O)[O-])ccc1N1CCOCC1 → PKA-R2B activ: 0; Arrestin-AP2 inh: -7; DSG3 Ab inh: 94; PKA-R1A act: -11; OPRM1-OPRD1 inv: 11; DAGLB inh: 0; HTR5A inv ctr: 6; HTR5A ag: -2; MOR-DOR ag: -1.6; V-ATPase pH: -4
Entry for CC1(C)CC(CC(=O)Nc2ccccn2)C(=O)O1 (stereo unspecified) → PKA-R2B activ: 5; Arrestin-AP2 inh: 16; DSG3 Ab inh: 104; PKA-R1A act: -7; OPRM1-OPRD1 inv: 6; DAGLB inh: -1; HTR5A inv ctr: 3; HTR5A ag: -1; MOR-DOR ag: -1.2; V-ATPase pH: 2
